# EPAC2 antag – qHTS for Antagonist of cAMP-regulated guanine nucleotide exchange factor 2 (EPAC2): primary screen | EPAC2 GEF exchange of Rap1B-BODIPY-GDP, fluorescence | Potency, µM (titrated, usually from 114 µM), without a hit: at the highest dose activity, negative = inhibition, usual class: inhibitors | 360,000 tested, 0.18% active | AID 720708, 2013; also: % is scaled to controls: 0 for no effect and ±100 for the full control effect; nearly all actives have a fitted effect of over 45% in size; many of its hits are not listed in these tables
# Target sequence (Q8WZA2 whole entry, looked up): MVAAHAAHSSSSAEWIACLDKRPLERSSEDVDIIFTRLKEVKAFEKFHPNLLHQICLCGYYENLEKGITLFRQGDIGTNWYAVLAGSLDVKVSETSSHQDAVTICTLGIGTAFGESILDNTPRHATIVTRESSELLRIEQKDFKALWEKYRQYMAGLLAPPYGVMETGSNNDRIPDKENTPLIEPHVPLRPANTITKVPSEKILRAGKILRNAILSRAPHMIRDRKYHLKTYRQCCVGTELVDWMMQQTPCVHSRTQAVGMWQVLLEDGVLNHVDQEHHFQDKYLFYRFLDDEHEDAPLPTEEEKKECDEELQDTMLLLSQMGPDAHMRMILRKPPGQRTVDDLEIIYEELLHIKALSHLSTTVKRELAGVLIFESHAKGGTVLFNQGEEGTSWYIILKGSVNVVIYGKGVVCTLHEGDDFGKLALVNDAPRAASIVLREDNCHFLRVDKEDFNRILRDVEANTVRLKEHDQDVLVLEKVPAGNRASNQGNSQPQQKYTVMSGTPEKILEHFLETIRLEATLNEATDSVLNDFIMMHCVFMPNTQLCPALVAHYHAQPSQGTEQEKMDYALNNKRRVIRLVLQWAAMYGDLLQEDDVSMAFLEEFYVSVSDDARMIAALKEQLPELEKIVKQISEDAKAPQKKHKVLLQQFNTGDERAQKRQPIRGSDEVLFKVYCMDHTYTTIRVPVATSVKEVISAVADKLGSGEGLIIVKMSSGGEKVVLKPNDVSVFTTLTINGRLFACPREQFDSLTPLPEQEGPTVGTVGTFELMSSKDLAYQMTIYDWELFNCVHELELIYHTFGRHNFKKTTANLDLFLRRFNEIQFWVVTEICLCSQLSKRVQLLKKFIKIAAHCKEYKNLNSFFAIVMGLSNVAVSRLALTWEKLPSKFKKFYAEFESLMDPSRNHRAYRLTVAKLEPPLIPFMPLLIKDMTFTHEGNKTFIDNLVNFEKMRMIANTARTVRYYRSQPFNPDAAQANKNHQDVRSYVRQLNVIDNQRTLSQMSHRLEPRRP
# S2 tox – Viability Counterscreen for Primary qHTS for Inhibitors of ATXN expression; S2 cells (HEK-293 line with an ATXN2-luciferase reporter) viability, CellTiter-Fluor protease fluorescence, 24 h; Potency, µM (doses to about 56.7 µM), most hits filed as cytotoxic; 400,000 tested, 0.49% active; also: nearly all actives have a fitted effect of over 40% in size
# Nrf2 block – Nrf2 qHTS screen for inhibitors; A549 ARE-Fluc reporter, luciferase luminescence, 18-24 h; 360,000 tested, 2.1% active; AID 504444, 2011; Potency, µM (highest dose often 46 µM), without a hit: at the top dose activity change, negative = inhibition, usual class: inhibitors; also: % is scaled to controls: 0 for no effect and ±100 for the full control effect; nearly all actives have a fitted effect of over 60% in size
#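 A549 ARE_Fluc cells (5000/well, 5% FBS OPTI-MEM) pre-incubated 2 h, then treated with compounds 18-24 h at 37C/5% CO2 in concentration-response. CellTiter-Fluor viability read first; BugLite luciferase luminescence after 15 min at room temperature gives Nrf2 activity.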
# MCF10A rerep – A quantitative high throughput screen for small molecules that induce DNA re-replication in MCF 10a normal breast cells; Potency, µM (doses to about 46.1 µM), without a hit: at the top dose activity, positive = re-replication, usual class: activators; 350,000 tested, 2.9% active; MCF 10A DNA re-replication, Hoechst nuclear intensity, 48 h; also: % of control where 0% means no effect; nearly all actives have a fitted effect of over 50% in size
# TGFb SMAD3 inh – qHTS for Inhibitors of TGF-b; HepG2 CAGA-GFP TGF-b/SMAD3 reporter, GFP fluorescence, 18 h; TGF-beta stimulated, 500 pg/mL final; AID 588855, 2011; 410,000 tested, 1.2% active; Potency, µM (doses to about 46.1 µM), inactives show at the top dose activity, negative = inhibition, actives largely listed as inhibitors; also: % is scaled to controls: 0 for no effect and ±100 for the full control effect; nearly all actives have a fitted effect of over 65% in size
#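 Inhibition was scored as loss of TGF-beta-induced (500 pg/mL final, 18 hours, 37 degrees C) GFP in HEPG2 cells carrying a CAGA-GFP reporter, in DMEM with 1% FBS. Well GFP was summed per cell; Activity was normalised to unstimulated and stimulated DMSO wells, then concentration-response fitting.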
# HepG2 viability – qHTS for Inhibitors of TGF-b: Cytotox Counterscreen | 410,000 tested, 0.76% active | Potency, µM (doses to about 46.1 µM), inactives show at the top dose activity change, negative = cytotoxicity, actives largely listed as cytotoxic | AID 588856, 2011 | HepG2 CAGA-GFP viability, ATP luminescence, 18 h; also: some results filed as inactive show a strong effect at the top dose
#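 HepG2 CAGA-GFP cells (1000/well, DMEM with 1% FBS) received compound, then TGF-beta at 500 pg/mL final, and were incubated 18 hours at 37 degrees C. Viability was read by CellTiter-Glo luminescence. Media-only wells were set as complete cell-killing and DMSO as no toxicity.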
# Nrf2 ARE act – qHTS of Nrf2 Activators; Potency, µM (titrated, usually from 46.1 µM), inactives show at the highest dose activation, actives largely listed as activators; AID 624171, 2012; AREc32 ARE-luciferase reporter (MCF7-derived line), luminescence, 24 h; 410,000 tested, 0.31% active; also: % of control where 0% means no effect; nearly all actives have a fitted effect of over 65% in size
#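 AREc32 cells carrying an ARE-driven firefly luciferase reporter were seeded at 1000 cells/well in OPTI-MEM with 5% FBS, then exposed to compound for 24 hr at 37 deg C. Luminescence was read with Steady-Glo after 30 min at RT.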
# ATXN2 expr inh – Primary qHTS for Inhibitors of ATXN expression. HEK-293 ATXN2-luciferase reporter, luminescence, 24 h. Potency, µM (series often up to 57 µM), inactives show at the highest dose activity change, negative = inhibition, actives largely listed as inhibitors. 360,000 tested, 0.72% active. AID 1745845, 2022; also: % is scaled to controls: 0 for no effect and ±100 for the full control effect; nearly all actives have a fitted effect of over 55% in size
#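 ATXN2-luciferase reporter cells (luciferase flanked by upstream and downstream ATXN2 gene portions) were treated 24 h at 37 °C with compounds at up to 57 uM. SteadyGlo luminescence gave expression; GF-AFC fluorescence gave viability.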
# A549 viability – Nrf2 qHTS screen for inhibitors: counterscreen for cytotoxicity; A549 ARE-Fluc cells, CellTiter-Fluor viability, 18-24 h; Potency, µM (doses to about 46 µM), without a hit: at the highest dose activity change, negative = cytotoxicity, actives largely listed as inhibitors; 390,000 tested, 0.16% active; AID 504648, 2011; also: % is scaled to controls: 0 for no effect and ±100 for the full control effect
#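 Cytotoxicity counterscreen: CellTiter-Fluor fluorescence was measured in A549 ARE_Fluc cells after 18-24 h of compound exposure in a concentration series. The subsequent BugLite luminescent read reports ARE-luciferase activity.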
# Starred values were filed as active, the others as inactive; i = inactive; ? = inconclusive; · = not tested or not shown; [ ] = dose if it differs, or a comment. Calls follow the shape of the dose curve; as a rule, active = well fitted curve in the direction sought with a large enough effect; inconclusive = small, poorly fitted or top-dose-only effect, or another doubt; inactive = no such curve, though single readings can be large; an effect the other way counts as inactive or inconclusive. Potency is read from the fitted curve at half-maximal effect. A portion of the library; count on the stated rates, not on these rows.
mol	EPAC2 antag	S2 tox	Nrf2 block	MCF10A rerep	TGFb SMAD3 inh	HepG2 viability	Nrf2 ARE act	ATXN2 expr inh	A549 viability
Cc1cc([N+](=O)[O-])nn1Cc1ccc(C(=O)N/N=C/c2ccc(F)cc2)cc1	3.0%	i	2.4%	-15.3%	0.0%	-22.6%	0.3%	-15.6%	-2.2%
COc1ccc(NC(=O)COc2cccc3c2CCN(Cc2cccnc2)C3=O)c(OC)c1	-5.5%	i	?	-3.7%	?	-34.2%	3.8%	-25.3%	-15.7%
Cc1nn(-c2cccc(Cl)c2)c(Cl)c1/C=N/NC(=O)c1cccs1	0.0%	?	-18.8%	?	5.2%	-29.8%	3.7%	-37.0%	-6.8%
CSc1ccc(CNC(=O)C2CCCN(S(=O)(=O)N(C)c3ccc(F)cc3)C2)cc1 (centres undefined)	·	·	?	·	4.47µM*	-22.4%	-0.9%	·	-16.6%
CC(=O)c1ccc(C(=O)N(C)C2CCCN(Cc3ccccc3F)C2)s1 (centres undefined)	-1.3%	i	8.3%	-11.9%	-3.3%	-4.5%	0.2%	0.6%	0.1%
CN(CCC#N)C(=S)Nc1ccc(S(=O)(=O)N2CCOCC2)cc1	10.4%	i	-3.4%	4.2%	-19.0%	-1.5%	0.3%	·	1.8%
CCOC(=O)C1=C(CN2CCN(C)CC2)NC(=O)NC1c1ccc(F)cc1 (centres undefined)	·	i	?	·	32.9%[activator]	7.3%	0.4%	8.7%	8.0%
CCN(CC)CCCN1C(=O)CSC1c1ccc2c(c1)OCO2 (centres undefined)	12.7%	i	·	-18.2%	-4.2%	-0.9%	-0.7%	6.2%	10.4%
Cc1cc(=O)oc2c3c(cc(OCC(=O)NCc4ccccc4)c12)OC(C)(C)CC3	5.7%	i	?	4.9%	-8.7%	-10.5%	6.3%	-12.6%	-13.1%
COc1ccccc1N1CCN(C(=O)c2ccc(Cn3c(=O)[nH]c4ccsc4c3=O)cc2)CC1	-1.6%	?	?	1.3%	-14.0%	-24.5%	3.3%	-26.2%	-9.6%
CSc1ncccc1C(=O)NCCc1ccc(Cl)cc1	3.6%	i	5.8%	0.3%[9.22 µM]	2.4%	76.1%	2.3%	-24.0%	7.7%
CC(=O)N1CCN(C(=O)CCNS(=O)(=O)c2ccc(Br)cc2)CC1	11.0%	?	9.1%	-4.4%	0.4%	-9.1%	-0.5%	-1.6%	0.1%
CC(C)Oc1cccc(-c2cc(C(=O)N3CCN(S(C)(=O)=O)CC3)c3ccccc3n2)c1	-0.6%	?	20.3%	?	24.5%	-0.3%	4.0%	40.7%[activator]	-4.7%
Cc1ccnc(NC(=O)c2cccc(NC(=O)c3ccccc3C)c2)c1	7.8%	i	?	-8.4%	6.6%	-33.4%	1.8%	·	5.0%
CCCCNC(=O)C12CCC(C)(C(=O)C1Br)C2(C)C (centres undefined)	-18.7%	?	?	3.4%	0.0%	-21.6%	-0.5%	-11.1%	18.6%
CCOC(=O)C1=C(COC(=O)CCOc2ccccc2)NC(=O)NC1C (centres undefined)	2.6%	i	-7.2%	3.9%	-2.6%	-4.1%	-0.9%	-8.7%	3.2%
Cc1cc(NC(=O)CSCC(=O)OCc2nnc(-c3ccccc3)o2)no1	6.0%	i	14.0%	-0.5%	0.0%	11.7%	8.5%	21.3%	-1.3%
CC(=O)c1ccc(NC(=O)C2CCN(S(=O)(=O)c3cccc4cccnc34)CC2)cc1	-10.3%	i	3.6%	11.7%	-1.8%	1.2%	0.3%	8.2%	-2.2%
COc1cc(NC(=O)C2CCCCC2)c(OC)cc1NC(=O)c1ccccc1	1.2%	i	13.0%	?	3.5%	-12.7%	6.0%	2.3%	-4.8%
C/C(CC(=O)Nc1ccc2c(c1)OCCO2)=N\NC(=O)COc1ccccc1C	-6.0%	·	?	9.5%	2.9%	-4.1%	-0.8%	0.2%	2.9%
COc1ccccc1C(=O)C1CCCN(Cc2cn[nH]c2C2CCCCC2)C1 (centres undefined)	0.2%	i	-5.7%	-7.3%	-4.2%	-19.9%	2.5%	3.5%	-9.2%
Cc1ccc(Cl)cc1N1CCN(C(=O)c2ccc(CS(=O)Cc3ccc(Cl)cc3)o2)CC1 (centres undefined)	-20.5%	i	?	?	?	-18.2%	-0.5%	-23.0%	-8.4%
CC(C(=O)N1CCN(c2ccc(Cl)cc2)CC1)c1ncc(C(F)(F)F)cc1Cl (centres undefined)	-14.6%	i	?	?	-5.6%	-29.8%	-0.3%	-33.7%	?
CCOC(=O)C1CCCN(CC(=O)Nc2nccs2)C1 (centres undefined)	0.9%	?	-2.5%	0.1%	-3.1%	0.7%	0.0%	-10.9%	-2.2%
CN1CC(=O)N(CC(=O)NCc2ccc3c(c2)OCO3)C1=O	11.6%	i	9.8%	0.8%	2.6%	-12.5%	0.2%	-10.1%	0.0%
CC(=O)c1c(C)n(CC(=O)NCc2ccco2)c2ccccc12	3.4%	i	?	11.2%	-16.4%	-6.8%	10.6%	-11.3%	10.3%
O=C(CSc1cccc2cccnc12)N/N=C/c1ccc(O)cc1	14.6%	i	-26.0%	5.5%	-12.4%	-46.1%	-0.6%	·	-8.5%
O=C(NCc1ccc(F)cc1)c1ccc2c(c1)N(Cc1ccc(F)cc1Cl)C(=O)CS2	·	i	3.9%[9.27 µM]	·	?	-1.2%	-1.6%	4.9%	-0.1%
COc1ccc(CNC(=O)C2CCCN(S(=O)(=O)c3ccccc3)C2)cc1 (centres undefined)	2.2%	i	1.2%	7.1%	-10.8%	0.6%	-0.4%	-1.5%	-0.8%
O=C(CCC(=O)N(CC(=O)NC1CCCC1)Cc1ccc(F)cc1)Nc1nccs1	-1.6%	?	0.7%	1.8%	21.9%	7.8%	-0.1%	-20.9%	-0.2%

# Continued, overlapping the part above by 4 compounds.
mol	EPAC2 antag	S2 tox	Nrf2 block	MCF10A rerep	TGFb SMAD3 inh	HepG2 viability	Nrf2 ARE act	ATXN2 expr inh	A549 viability
O=C(CSc1cccc2cccnc12)N/N=C/c1ccc(O)cc1	14.6%	i	-26.0%	5.5%	-12.4%	-46.1%	-0.6%	·	-8.5%
O=C(NCc1ccc(F)cc1)c1ccc2c(c1)N(Cc1ccc(F)cc1Cl)C(=O)CS2	·	i	3.9%[9.27 µM]	·	?	-1.2%	-1.6%	4.9%	-0.1%
COc1ccc(CNC(=O)C2CCCN(S(=O)(=O)c3ccccc3)C2)cc1 (centres undefined)	2.2%	i	1.2%	7.1%	-10.8%	0.6%	-0.4%	-1.5%	-0.8%
O=C(CCC(=O)N(CC(=O)NC1CCCC1)Cc1ccc(F)cc1)Nc1nccs1	-1.6%	?	0.7%	1.8%	21.9%	7.8%	-0.1%	-20.9%	-0.2%
Cc1nnc(SCC(=O)N2CCCC(C(=O)c3ccc(Cl)cc3)C2)o1 (centres undefined)	10.7%	i	0.3%	-0.9%	3.2%	-3.5%	0.5%	-25.8%	0.3%
CCn1nc(C(=O)OC(C(=O)c2c[nH]c3ccccc23)c2ccccc2)c2ccccc2c1=O (centres undefined)	-14.6%	i	?	2.3%	11.2µM*	-26.5%	2.8%	8.0%	?
COc1cc(O)c(CCC(=O)c2ccc(OC)c(OC)c2)c(OC)c1	-15.2%	?	?	-5.0%	0.2%	-26.9%	-0.4%	?	-11.6%
CN1CCN(c2ccc(S(=O)(=O)N3CCOCC3)cc2NC(=O)CSCc2ccccc2)CC1	-2.6%	i	12.3%	3.7%	-16.2%	-4.4%	0.8%	-12.3%	-2.8%
CN(C)C(=O)CSc1nnc([C@H](Cc2ccccc2)NC(=O)OC(C)(C)C)o1	-3.2%	i	4.6%	-0.7%	-1.1%	27.6%	-0.9%	-17.5%	2.5%
Cc1ccc(C)c(NC(=O)C(Sc2cccc[n+]2[O-])c2ccccc2)c1 (centres undefined)	1.9%	i	-4.7%	0.3%	17.2%	8.2%	0.0%	33.7%	0.5%
CCC(C)NC(=O)CSc1nc2n[nH]c(C)c2c(=N)n1-c1ccc(OC)cc1 (centres undefined)	30.1%[activator]	i	·	2.9%	?	1.8%	4.6%	18.8%	-2.5%
CC(=O)N[C@@H](Cc1c[nH]c2ccccc12)C(=O)OCc1cc(C(F)(F)F)cc(C(F)(F)F)c1	?	i	-18.4%	55.7%	?	-8.4%	-0.6%	-2.3%	-13.2%
COc1cccc(NC(=O)Nc2ccc3c(c2)CCC3)c1	0.3%	i	?	3.2%	-9.7%	-89.9%	-0.1%	59.0%[activator]	0.4%
Oc1ccc(C[C@H]2CNC(=S)N2CC2CCCN2C[C@H](Cc2ccc(O)cc2)N2C[C@H](Cc3ccccc3)N(CC3CCCCC3)C2=S)cc1 (some centres undefined)	12.0%	?	?	?	7.94µM*	-1.3%	-0.7%	?	-18.6%
Cc1cc(C)n(CCN(C)Cc2cn[nH]c2-c2ccc(F)cc2F)n1	1.2%	?	-12.5%	-0.7%	-5.9%	9.5%	0.1%	·	-1.8%
CCCCC(=O)Nc1ccc(F)c(Cl)c1	-3.3%	i	-19.5%	0.2%	-0.7%	4.7%	-0.4%	0.8%	1.6%
CSc1ccccc1NC(=O)Cn1c(-c2cscn2)nc2ccccc21	4.8%	i	-27.3%	20.8%	-11.8%	-17.2%	-0.7%	-4.4%	-1.1%
COC(=O)[C@H]1[C@@H](C)N(CCc2cc(OC)c(OC)c(OC)c2)C(=O)N[C@H]1c1ccccc1	-14.9%	i	-13.8%	9.9%	-6.9%	-1.2%	-0.3%	-0.7%	-3.1%
COc1ccc(NC(=O)C/C(C)=N/NC(=O)C(=O)Nc2cccc(Cl)c2C)c(OC)c1	-10.6%	i	?	1.5%	-11.0%	-19.9%	0.2%	-7.5%	0.8%
